Diaph act CS – diaphorase activation or chemical reduction counter-screen. Diaphorase/resazurin coupled assay, resorufin fluorescence, 16 min; active compounds read high; 1 = vehicle wells, 0 = NADH-free wells. activation factor at 20 µM. actives 0.005% (n = 190,000). AID 1229;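 active = diaphorase activity raised at least twofold by the compound at 20 µM; inactive = activation factor below 2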
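test system = bacterial diaphorase enzyme (C. kluyveri) | quantity = enzyme 0.07 U/mL final | reagent = NADH substrate 0.114 mM plus resazurin dye 0.1 mM, final | incubation = 16 min enzyme reaction, ambient temperature | buffer or medium = HEPES pH 7.4 buffer with MgCl2 and Tween 20 | signal = fluorescence of resorufin, 544 nm excitation, 590 nm emission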
PMI act – increases human mannose-6-phosphate isomerase activity. activation factor at 20 µM. purified human PMI, coupled resazurin fluorescence, 20 min; active compounds read high; 1 = vehicle control, 0 substrate-free wells. P34949. AID 1214. actives 0.005% (n = 190,000);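 active = activation factor of 2 or more at 20 µM, relative to plate controls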
Target sequence (P34949 whole entry, looked up): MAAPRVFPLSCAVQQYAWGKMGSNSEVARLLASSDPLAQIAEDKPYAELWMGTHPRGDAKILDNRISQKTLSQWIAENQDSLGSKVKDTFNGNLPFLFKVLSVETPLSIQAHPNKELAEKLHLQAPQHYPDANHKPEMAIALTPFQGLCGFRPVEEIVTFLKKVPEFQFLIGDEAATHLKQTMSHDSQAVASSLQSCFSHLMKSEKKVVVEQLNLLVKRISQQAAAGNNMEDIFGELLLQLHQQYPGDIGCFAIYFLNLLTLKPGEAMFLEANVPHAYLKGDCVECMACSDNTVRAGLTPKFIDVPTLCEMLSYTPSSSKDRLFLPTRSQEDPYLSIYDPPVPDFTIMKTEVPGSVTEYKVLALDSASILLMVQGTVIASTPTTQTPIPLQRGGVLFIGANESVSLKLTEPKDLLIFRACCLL
Diaph inh CS – inhibits diaphorase or chemically oxidizes, flagging diaphorase assay artifacts | diaphorase resazurin-to-resorufin fluorescence, NADH, 16 min; bacterial (C. kluyveri) enzyme, not human | inhibition, % at 20 µM | actives 0.69% (n = 190,000) | AID 1217;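 active = primary screen inhibition at 20 µM above a set limit, cut at about 50% in these data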;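 also: plate controls were DMSO with full reaction for no effect and wells lacking NADH for full effect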
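Assay system – diaphorase enzyme from Clostridium kluyveri · Amount – diaphorase 0.14 U/mL (working solution) · Times – reaction incubation of 16 min at room temperature · Controls – No-NADH positive control and DMSO neutral control · Signal – resorufin fluorescence 544/590 nm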
ROMK primary – human ROMK K+ channel modulation, primary screen; P48048; Tet-inducible ROMK, thallium flux fluorescence; actives lie on both sides; B-score at 10 µM; actives 2% (n = 130,000); AID 1918;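 active = signal ratio slope over the read window, or its plate-corrected B-score, at least 3 SD from the plate mean, either direction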;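 also: B-score of the F/F0 ratio slope over 7 to 12 s after thallium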
Target sequence (P48048 whole entry, looked up): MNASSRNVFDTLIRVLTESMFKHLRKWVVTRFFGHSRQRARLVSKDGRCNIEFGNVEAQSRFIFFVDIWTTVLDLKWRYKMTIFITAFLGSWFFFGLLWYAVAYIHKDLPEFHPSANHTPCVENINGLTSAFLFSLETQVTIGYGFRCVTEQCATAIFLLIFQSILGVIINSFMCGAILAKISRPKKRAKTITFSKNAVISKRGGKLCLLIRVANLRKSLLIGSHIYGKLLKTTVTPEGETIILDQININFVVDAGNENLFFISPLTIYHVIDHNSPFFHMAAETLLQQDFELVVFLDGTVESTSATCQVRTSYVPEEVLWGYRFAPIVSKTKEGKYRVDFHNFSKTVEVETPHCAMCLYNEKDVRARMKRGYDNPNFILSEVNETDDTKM
G6PDH counter – counter-screen for G6PDH assay hits: L. mesenteroides G6PDH inhibition. Purified L. mesenteroides G6PDH, diaphorase/resazurin coupled fluorescence, 45 min. inhibition, % at 5 µM. actives 0.12% (n = 200,000); in the data active = inhibition above about 50%
PPARg SRC-3 ag – PPARgamma-driven SRC-3 recruitment agonism; P37231; biochemical PPARgamma/SRC-3 coactivator recruitment assay; activation, % at 8 µM; actives 0.26% (n = 200,000); in the data active = activation above about 23%;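 also: 0% = DMSO and 100% = reference agonist; some compounds past the cut are filed as inactive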
PPARg SRC-2 ag – agonists of SRC-2 recruitment by human PPARgamma | PPARgamma LBD-SRC-2 recruitment, biochemical | activation, % at 8 µM | actives 0.34% (n = 200,000); in the data active = activation above about 22%;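 also: 0% = vehicle and 100% = reference agonist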
PPARg SRC1 recr – PPARgamma-driven SRC-1 recruitment agonism; actives 0.41% (n = 200,000); PPARgamma-SRC-1 coactivator recruitment biochemical assay; activation, % at 8 µM; in the data active = activation above about 19%;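 also: 0% = DMSO and 100% = reference agonist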
PMI act satM6P – increases human PMI activity with near-saturating mannose 6-phosphate; coupled PMI enzyme assay, resazurin fluorescence, 20 min; active compounds read high; 1 = untreated enzyme, 0 = substrate-free blank; activation factor at 20 µM; actives 0.34% (n = 190,000);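 active = activation factor of 2 or more at 20 µM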
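Test system: Human PMI in coupled enzyme assay | Input: 15 ng/mL PMI | Medium: HEPES-buffered pH 7.4 with magnesium and detergent | Compound: One concentration, 20 µM, in 1% DMSO | Incubation: Enzyme reaction with compound 20 min at room temperature | Detection: Diaphorase-driven resazurin-to-resorufin fluorescence, excitation 544, emission 590 nm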
SRC2 TRFRET art – flags TR-FRET format artefacts in PPARgamma SRC-2 recruitment agonist screen; TR-FRET ratio at 8 µM; TR-FRET artefact counter-screen; active compounds read high; actives 0.4% (n = 200,000); in the data active = TR-FRET ratio above about 2000; also: inactives centre near 1500
S1P3 antagonist – antagonists of human S1P3 receptor; CHO S1P3 NFAT-BLA reporter, FRET fluorescence, antagonist mode; inhibition, % at 4.98 µM; actives 0.27% (n = 170,000); AID 485;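 active = inhibition above the plate cutoff, the mean inhibition of test wells on that plate plus 3 SD, cut at about 28% in these data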;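 also: cells challenged with S1P at its EC80 of 0.8 µM; blue over green emission ratio from cleaved BLA substrate after 4 h stimulation; 0% = S1P-stimulated wells and 100% = unstimulated DMSO-only wells; some compounds past the cut are filed as inactive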
The depositor's hits bear a star; . = no result given.

SMILES | Diaph act CS | PMI act | Diaph inh CS | ROMK primary | G6PDH counter | PPARg SRC-3 ag | PPARg SRC-2 ag | PPARg SRC1 recr | PMI act satM6P | SRC2 TRFRET art | S1P3 antagonist
CC1CCCCN1S(=O)(=O)c1ccc(N(C(=O)c2cnccn2)C(C(=O)NC2CCCC2)c2cccs2)cc1 (centres undefined) | 0.8 | 0.8 | 19 | -3.9 | -13 | -3 | -11 | -4 | 1 | 1468 | -1
CCn1c(SCC(=O)N/N=C/C=C\c2ccco2)nc2ccccc21 | 0.8 | 0.8 | 22 | 0.058 | -18 | 2 | 0 | 7 | 0.6 | 1535 | -1
O=C(COC(=O)C1CC(=O)N(Cc2ccccc2)C1)c1ccc(Br)cc1 (centres undefined) | 0.7 | 1.1 | 33 | 0.26 | -4 | 0 | 2 | -7 | 0.7 | 1497 | -12
NC(=S)N/N=C/c1ccc(Br)o1 | 0.8 | 1.1 | 16 | -0.48 | 1 | 2 | 5 | -2 | 1 | 1482 | 3
CN(C)S(=O)(=O)NCc1ccc2c(c1)OCO2 | 0.9 | 0.9 | 10 | . | -2 | 2 | 2 | 8 | 0.9 | 1546 | -3
Cc1csc(SCC(=O)NC(=O)NCc2ccccc2)n1 | 0.9 | 1 | 8 | -1.1 | -5 | 2 | -10 | -5 | 1 | 1489 | -7
O=[N+]([O-])c1ccc(Sc2n[nH]c(-c3ccc(Cl)cc3Cl)n2)nc1 | 0.9 | 0.9 | 10 | . | 3 | 10 | 9 | 13 | 1 | 1648 | .
O=C(CCCOc1ccccc1)NCCc1nc2ccccc2[nH]1 | 0.9 | 1 | 11 | -1.8 | 10 | -2 | 2 | -7 | 0.9 | 1422 | -18
O=c1c2c3c(sc2nc2n1CCCCC2)CCCCC3 | 0.8 | 0.8 | 22 | . | 18 | -11 | -5 | 4 | 0.8 | 1497 | 14
CC1(C)Cc2ccccc2-c2nnc(-c3ccco3)n21 | 1 | 1 | 5 | -0.8 | 17 | 3 | 2 | 6 | 1 | 1717 | .
CCOC(=O)C(CC)Sc1nnc2c3cc(C)ccc3n(C)c2n1 (centres undefined) | 0.9 | 0.9 | 12 | . | 3 | 1 | -10 | 3 | 0.9 | 1335 | .
CCO[C@@H]1OC(C(=O)NC2CC2)=C[C@H](c2csc3ccccc23)[C@H]1CCCO | 0.9 | 0.9 | 6 | . | 6 | 5 | 3 | 0 | 0.9 | 1527 | -10
COc1ccc(N2CN=C3SCC(=O)N3C2)cc1 | 0.9 | 0.9 | 7 | . | 3 | 10 | 8 | 5 | 0.6 | 1634 | .
O=C(CN1C(=O)CSc2ccccc21)N1CCc2ccccc21 | 0.8 | 0.9 | 24 | . | -17 | 5 | 6 | -2 | 0.8 | 1725 | 6
COc1ccc(NC(=O)c2cc(=O)[nH]c(=O)[nH]2)cc1S(=O)(=O)Nc1ccccc1Cl | 0.9 | 0.9 | 12 | -0.064 | -3 | 1 | -3 | 12 | 0.9 | 1265 | 1
Cn1cccc1Cc1nnc(SCC(=O)Nc2ccc3c(c2)OCCO3)n1-c1ccc(F)cc1 | 1 | 1 | -1 | . | -22 | 5 | -2 | 2 | 1 | 1680 | -1
Cc1cc(NC(=O)CCCSc2nc(-c3ccco3)cc(C(F)(F)F)n2)no1 | 1 | 1 | 1 | . | 4 | -1 | 6 | 4 | 1 | 1657 | 8
CC(C(=O)NC1CCCC1)N(C(=O)c1snc(C(N)=O)c1N)c1ccc2c(c1)OCCO2 (centres undefined) | 0.7 | 1 | 27 | . | 4 | -9 | -4 | 12 | 0.9 | 1611 | -4
Cc1ccc(OCC(=O)Nc2cnn(CCCC(=O)O)c2)c([N+](=O)[O-])c1 | 1 | 1.2 | 4 | 0.91 | 0 | 4 | -3 | -6 | 1.1 | 1480 | 5
O=C(Cn1ccc(C(F)(F)F)n1)N/N=C/c1ccc(N2CCOCC2)cc1 | 1 | 1 | 4 | -0.016 | -5 | -4 | -3 | 4 | 1 | 1504 | -10
Cc1nc2cc(NC(=O)Nc3ccccc3Cl)ccc2n1C | 0.9 | 0.9 | 12 | -1.1 | 8 | -1 | -9 | -2 | 0.9 | 1489 | -25
CN(C)c1ccnc2sc(C(=O)c3ccc(Br)cc3)c(N)c12 | 0.9 | 1.2 | 9 | 0.41 | 12 | -1 | -4 | -4 | 1.1 | 1424 | -1
Cn1ncc(C#N)c1NC(=O)C1CC(c2ccc(Cl)cc2)=NO1 (centres undefined) | 0.9 | 0.9 | 14 | . | -4 | 2 | -2 | 4 | 1.1 | 1672 | .
Cc1ccc(S(=O)(=O)Nc2nc3ccc(S(=O)(=O)N4CCCC4)cc3s2)cc1 | 0.9 | 1.1 | 11 | 0.31 | 1 | -10 | 7 | -1 | 1.2 | 1534 | -14
COCCNC(=O)Cn1c(=O)n(Cc2ccc(C(=O)NCCc3ccc(OC)c(OC)c3)cc2)c(=O)c2ccccc21 | 1 | 1 | 1 | -0.55 | 3 | -5 | -3 | 5 | 1 | 1425 | -8
Cc1c(Cl)cccc1NC(=S)NCCC(C)C | 0.9 | 0.9 | 9 | . | -14 | 7 | 3 | 2 | 0.9 | 1633 | .
Cc1ccc(C(=O)Nc2ccc(N3CCN(S(C)(=O)=O)CC3)cc2)cc1 | 0.9 | 1 | 10 | 0.051 | -6 | -13 | -5 | -4 | 1 | 1314 | .
COc1ccc(/C=N\NS(=O)(=O)c2ccc(Br)cc2)cc1COc1ccccc1[N+](=O)[O-] | 1 | 1.1 | 1 | 0.42 | 0 | 5 | 8 | 5 | 1.1 | 1574 | .
Cc1cc(C)c2nc(-c3ccco3)cc(C(=O)O)c2c1 | 0.6 | 1 | 44 | 0.31 | 2 | 4 | 1 | 6 | 1 | 1639 | -6
Cc1noc(NC(=O)c2ccccc2C(F)(F)F)c1C#N | 1 | 1.1 | 0 | 0.011 | 5 | -1 | 8 | 11 | 1.1 | 1744 | 2
Cc1ccc(NC(/C=C/N(C)C)=C/C(=O)C(F)(F)F)c(C)c1 | 0.7 | 1 | 28 | -0.56 | 9 | 8 | 5 | 8 | 1 | 1771 | -19
Cc1cccc(NC(=O)c2ccc(N3CCOCC3)c([N+](=O)[O-])c2)n1 | 1 | 0.9 | 4 | -0.88 | -3 | 3 | 6 | 2 | 1 | 1581 | -7
CCOc1ccc(C(c2c(C)[nH][nH]c2=O)c2c(C)[nH][nH]c2=O)cc1OCC | 0.8 | 0.8 | 16 | 1.1 | 12 | 4 | 6 | -6 | 0.7 | 1708 | -20
O=C1N=C(N2CCOCC2)S/C1=C/c1ccc(-c2ccc(F)cc2)o1 | 0.8 | 0.9 | 23 | -1.8 | 11 | 10 | 10 | 12 | 1 | 1535 | -17
COc1cc2c(cc1OC)C(c1ccncc1)CC(=O)N2 (centres undefined) | 1.1 | 1 | -9 | . | -2 | -1 | 11 | 8 | 1.1 | 1619 | -16
CC(C)CC(COCc1cccc(Cl)c1)N1CCN(C(=O)c2cccc(C(F)(F)F)c2)CCC1=O (centres undefined) | 1 | 1 | 4 | -2.5 | 16 | 0 | 6 | 9 | 1 | 1469 | 12
O=C(CN1CCCCCC1)N1c2ccccc2Sc2ccccc21 | 0.9 | 1 | 14 | -0.25 | 6 | 6 | 12 | 7 | 1 | 1814 | -21
O=S(=O)(/C=C/c1ccccc1)N1CCN(c2ccc(F)cc2)CC1 | 0.9 | 0.9 | 6 | . | 2 | -2 | 8 | 0 | 0.9 | 1458 | .
O=C1C2ON(c3ccccc3)C(c3ccncc3)C2C(=O)N1c1ccc(Br)cc1 (centres undefined) | 0.7 | 1 | 28 | -0.15 | 2 | -3 | 2 | 3 | 1 | 1566 | .
O=S1(=O)CCN2C=C(Br)C=C(Br)C2=N1 | 0.9 | 1 | 7 | -0.0027 | 1 | -10 | 6 | 9 | 1 | 1595 | .
Cc1ccccc1CC(=O)c1ccc(O)c(C)c1O | 0.9 | 0.9 | 13 | . | 0 | 7 | 7 | 4 | 1 | 1647 | -20
CCn1c(CC(=O)Nc2cccc(Cl)c2Cl)nnc1SCCOc1ccc(OC)cc1 | 0.9 | 1.1 | 9 | . | 2 | 5 | 9 | -1 | 1.2 | 1528 | .
CSc1nnc(-c2cccn(Cc3cccc(Cl)c3)c2=O)o1 | 0.9 | 1 | 8 | 0.094 | 8 | -1 | -3 | 2 | 1 | 1620 | -5
C=CCOc1ccc(/C=N/Nc2ccccn2)cc1OC | 1.1 | 1 | -7 | -0.63 | -5 | 1 | 2 | 15 | 1.1 | 1632 | -16
Cc1nc(SC(C(=O)c2ccccc2)c2ccccc2)nc2ccccc12 (centres undefined) | 0.9 | 0.8 | 15 | 0.019 | 1 | -3 | 4 | 7 | 0.8 | 1658 | -11
COC(=O)c1cc(NS(=O)(=O)c2ccc(OC)c(OC)c2)ccc1Cl | 0.9 | 0.9 | 14 | . | 0 | -12 | 3 | -6 | 0.9 | 1516 | 12

Arranged by molar mass (ascending): part of the list above.
SMILES | Diaph act CS | PMI act | Diaph inh CS | ROMK primary | G6PDH counter | PPARg SRC-3 ag | PPARg SRC-2 ag | PPARg SRC1 recr | PMI act satM6P | SRC2 TRFRET art | S1P3 antagonist
Cc1ccccc1CC(=O)c1ccc(O)c(C)c1O | 0.9 | 0.9 | 13 | . | 0 | 7 | 7 | 4 | 1 | 1647 | -20
C=CCOc1ccc(/C=N/Nc2ccccn2)cc1OC | 1.1 | 1 | -7 | -0.63 | -5 | 1 | 2 | 15 | 1.1 | 1632 | -16
CSc1nnc(-c2cccn(Cc3cccc(Cl)c3)c2=O)o1 | 0.9 | 1 | 8 | 0.094 | 8 | -1 | -3 | 2 | 1 | 1620 | -5
O=C(CN1CCCCCC1)N1c2ccccc2Sc2ccccc21 | 0.9 | 1 | 14 | -0.25 | 6 | 6 | 12 | 7 | 1 | 1814 | -21
COC(=O)c1cc(NS(=O)(=O)c2ccc(OC)c(OC)c2)ccc1Cl | 0.9 | 0.9 | 14 | . | 0 | -12 | 3 | -6 | 0.9 | 1516 | 12
O=C1C2ON(c3ccccc3)C(c3ccncc3)C2C(=O)N1c1ccc(Br)cc1 (centres undefined) | 0.7 | 1 | 28 | -0.15 | 2 | -3 | 2 | 3 | 1 | 1566 | .
CCn1c(CC(=O)Nc2cccc(Cl)c2Cl)nnc1SCCOc1ccc(OC)cc1 | 0.9 | 1.1 | 9 | . | 2 | 5 | 9 | -1 | 1.2 | 1528 | .

Screens as filed in PubChem.
